Growth percent in the NCI-60 one-dose screen (48 h, 10 µM unless noted): 100 = growth as untreated, 0 = no growth, -100 = all killed.
RXF 393: RXF 393 renal cancer cells | actives 6.9% (n = 77,000) | AID 1794773
A498: A498 renal cancer cells | actives 5.4% (n = 76,000)
OVCAR-8: OVCAR-8 ovarian cancer; actives 4.4% (n = 81,000)
TK-10: TK-10 renal cancer cells | actives 3.9% (n = 81,000)
ACHN: ACHN renal cancer. actives 4.9% (n = 81,000). AID 1794771
CAKI-1: CAKI-1 renal cancer; actives 4.7% (n = 75,000); AID 1794772
OVCAR-3: OVCAR-3 ovarian cancer; actives 7% (n = 79,000)
OVCAR-5: OVCAR-5 ovarian cancer | actives 2.9% (n = 82,000)
Starred values were filed as active, the others as inactive; x = not tested or not shown; & = joins results of further samples. Rule for the calls: active = growth percent below 10; inactive = the rest.

mol,OVCAR-5,A498,CAKI-1,TK-10,OVCAR-8,ACHN,OVCAR-3,RXF 393
Cn1cnc([N+](=O)[O-])c1S(=O)(=O)Oc1ccccc1,103,108,63,101,100,17,1.8*,74
CC(=O)NCCc1nc2ccccc2n1Cc1ccc(C(C)C)cc1,103,99,94,111,89,100,100,97
CCCC1(c2ccccc2)NC(=O)N(CC(=O)NCC(=O)Nc2ccc(F)c(F)c2F)C1=O (stereo not drawn),101,76,100,166,102,98,114,104
C=C(C(N)=O)C(N)C(=O)O (stereo not drawn),113,113,116,109,108,108,105,111
CSCCC1NC(=O)C(/C(C)=N\NC(N)=O)=C1O (stereo not drawn),105,107,105,96,97,104,104,139
O=C(OCC1OC(c2ccccc2)OC1C1OC(c2ccccc2)OC1COC(=O)c1ccccc1)c1ccccc1 (stereo not drawn),91,85,92,112,98,104,105,91
COc1ccc(C(C)=O)cc1S(N)(=O)=O,102,101,94,81,97,102,108,102
Cc1c(N)c(=O)n(-c2ccccc2)n1C,102&91,117&104,117&96,110&102,100&100,108&97,128&101,111&107
COC(=O)C1(CC(=O)c2ccco2)NC(=S)NC(=O)C1C#N (stereo not drawn),116,113,98,105,110,107,120,101
Cc1ccc(/C=C(/NC(=O)c2ccccc2)C(=O)Nc2ccc(S(N)(=O)=O)cc2)o1,106,111,92,112,100,103,113,108
CC[C@H](Nc1ncnc2nc[nH]c12)c1nc2cccc(CNCc3ccc(C(=O)NO)cc3)c2c(=O)n1-c1ccccc1,114,113,x,87,102,113,103,108
Cn1c(=O)c2[nH]c(C3CCC3)nc2n(C)c1=O,106,110,97,112,101,103,101,121
Brc1ccc(-c2cc(-c3cn(-c4ccccc4)nc3-c3ccc(OCc4ccccc4)cc3)on2)cc1,93,86,68,97,86,75,84,102
O=C1/C(=C/c2ccc(OCCCOc3ccc(Cl)cc3)cc2)N=C2SCCCN12,102,96,72,73,66,74,71,110
N=C(N)c1ccc(-c2ccc(-c3ccc(Cl)c(Cl)c3)o2)nc1,39,x,87,116,-16*,-87*,-81*,86

mol,OVCAR-5,A498,CAKI-1,TK-10,OVCAR-8,ACHN,OVCAR-3,RXF 393
NC(=O)c1cc(Cl)ccc1NC(=O)c1ccc(-c2ccccc2)cc1,109,95,95,107,105,99,103,x
CCN1CCCc2ccccc21,92,113,77,134,99,89,90,105
COc1ccc(-c2nnc(SCC(=O)Nc3ccc(/C(C)=N/O)cc3)o2)cc1,104,96,99,87,98,103,106,125
COc1cccc(/C=C2\SC(=S)NC2=O)c1,106,103,94,106,104,106,113,107
COc1ccc(Nc2nc(SC)nc(-c3cccc(N)c3)c2C#N)cc1,92,57,82,114,100,99,102,94
Cc1ccc(Cc2cnc(NC(=O)c3ccc(-n4cnnn4)cc3)s2)cc1,69,88,39,69,82,39,90,107
O=C1NC(=S)/C(=C/c2cn(-c3ccccc3)nc2-c2ccccc2)S1,48,-4.6*,28,34,32,20,37,9.9*
CCN(CC)c1ccc(/C=C2\SC(=S)NC2=O)cc1,98,93,94,94,101,97,86,108
CCCC(=O)NC(c1ccc2c(c1)OCO2)c1cc(Cl)c2cccnc2c1O (stereo not drawn),54,44,18,38,11,18,18,60
O=C(O)c1ccc(-n2cc(/C=N/Nc3ccc([N+](=O)[O-])cc3)c(-c3ccccc3)n2)cc1,109,96,x,103,102,77,88,96
CCN1C(=O)N(CC)C2C1NC(=O)N2/N=C/C=C/c1ccccc1 (stereo not drawn),80,25,47,69,60,48,7.6*,32
COc1ccc(-n2nc(C(=O)Nc3ccc(C(F)(F)F)cc3)nc2-c2cc(OC)c(OC)c(OC)c2)cc1,103,42,79,92,83,89,94,x
CC(=O)OC/C=C1/CC[C@H]2[C@@H]3C[C@H](C)C4=CC(=O)CC[C@]4(C)[C@H]3[C@@H](O)C[C@]12C,103,97,91,100,96,x,115,115
CC(=O)OCC(=O)[C@@]1(O)CC[C@H]2[C@@H]3CC[C@@H]4[C@@H](Br)C(=O)CC[C@]4(C)[C@H]3C(=O)C[C@@]21C,105,103,91,101,101,98,107,106
CC(=O)OCCC(C)CCC=C(C)C (stereo not drawn),102,100,103,106,102,104,121,116

mol,OVCAR-5,A498,CAKI-1,TK-10,OVCAR-8,ACHN,OVCAR-3,RXF 393
Cn1cc(-c2ccc3[nH]c(=O)nc(-c4ccccc4)c3c2)cn1,106,75,93,94,95,94,106,106
COc1ccccc1C(OC(C)=O)OC(C)=O,112,113,x,91,112,x,106,111
CN1C(=O)C(C2=NN(c3ccccc3)C(c3ccccc3C(=O)O)C2)C(=O)N(C)C1=O (stereo not drawn),101,107,94,106,96,96,103,118
CN1CCc2cc(O)c(O)cc2C1Cc1ccc(O)c(O)c1 (stereo not drawn),98,134,100,110,131,109,124,123
O=C1CSC(=S)N1Cc1cccnc1,106,x,64,9.3*,54,97,99,x
CC(=O)O[C@H]1C2=C(C)CC[C@H]2[C@]2(C)O[C@@]1(C(C)C)C[C@H]2OC(=O)CO,96,98,95,115,102,94,107,112
CN(C)S(=O)(=O)C(C)(C)c1ccccc1,98,77,78,107,95,102,118,87
CCC1S/C(=N\N=C(/C)c2cccs2)N(c2ccccc2)C1=O (stereo not drawn),111,108,x,114,97,113,x,97
O=c1oc2ccccc2n2cc3ccccc3c12,100,67,93,x,99,98,98,x
CCc1ccc(-c2cc(/C=N\O)no2)cc1,114,101,103,130,105,101,96,92
CCC(=O)O[C@@H]1C[C@H](C)CC[C@H]1C(C)C,113,82,102,98,108,110,110,103
O=C(NCc1ccccc1)C1CNCC(C(=O)NCc2ccccc2)C1 (stereo not drawn),99,67,100,89,102,106,108,108
Cc1ccc(-c2csc3nc(C)c(CCNc4ccc(S(=O)(=O)N=C(N)N)cc4)c(=O)n23)cc1,103,104,84,153,101,87,111,116
O=C(O)c1cc2c([nH]c3ccc(F)cc32)c(=O)s1,112,93,93,113,90,99,100,105
O=C(c1ccncc1)c1c(Cc2ccccc2)ccc2ccccc12,87,104,74,107,83,94,98,84

No new results follow: 19 of the compounds above.
mol,OVCAR-5,A498,CAKI-1,TK-10,OVCAR-8,ACHN,OVCAR-3,RXF 393
CCN1C(=O)N(CC)C2C1NC(=O)N2/N=C/C=C/c1ccccc1 (stereo not drawn),80,25,47,69,60,48,7.6*,32
COc1ccc(-n2nc(C(=O)Nc3ccc(C(F)(F)F)cc3)nc2-c2cc(OC)c(OC)c(OC)c2)cc1,103,42,79,92,83,89,94,x
CC(=O)OC/C=C1/CC[C@H]2[C@@H]3C[C@H](C)C4=CC(=O)CC[C@]4(C)[C@H]3[C@@H](O)C[C@]12C,103,97,91,100,96,x,115,115
CC(=O)OCC(=O)[C@@]1(O)CC[C@H]2[C@@H]3CC[C@@H]4[C@@H](Br)C(=O)CC[C@]4(C)[C@H]3C(=O)C[C@@]21C,105,103,91,101,101,98,107,106
CC(=O)OCCC(C)CCC=C(C)C (stereo not drawn),102,100,103,106,102,104,121,116
Cn1cc(-c2ccc3[nH]c(=O)nc(-c4ccccc4)c3c2)cn1,106,75,93,94,95,94,106,106
COc1ccccc1C(OC(C)=O)OC(C)=O,112,113,x,91,112,x,106,111
CN1C(=O)C(C2=NN(c3ccccc3)C(c3ccccc3C(=O)O)C2)C(=O)N(C)C1=O (stereo not drawn),101,107,94,106,96,96,103,118
CN1CCc2cc(O)c(O)cc2C1Cc1ccc(O)c(O)c1 (stereo not drawn),98,134,100,110,131,109,124,123
O=C1CSC(=S)N1Cc1cccnc1,106,x,64,9.3*,54,97,99,x
CC(=O)O[C@H]1C2=C(C)CC[C@H]2[C@]2(C)O[C@@]1(C(C)C)C[C@H]2OC(=O)CO,96,98,95,115,102,94,107,112
CN(C)S(=O)(=O)C(C)(C)c1ccccc1,98,77,78,107,95,102,118,87
CCC1S/C(=N\N=C(/C)c2cccs2)N(c2ccccc2)C1=O (stereo not drawn),111,108,x,114,97,113,x,97
O=c1oc2ccccc2n2cc3ccccc3c12,100,67,93,x,99,98,98,x
CCc1ccc(-c2cc(/C=N\O)no2)cc1,114,101,103,130,105,101,96,92
CCC(=O)O[C@@H]1C[C@H](C)CC[C@H]1C(C)C,113,82,102,98,108,110,110,103
O=C(NCc1ccccc1)C1CNCC(C(=O)NCc2ccccc2)C1 (stereo not drawn),99,67,100,89,102,106,108,108
Cc1ccc(-c2csc3nc(C)c(CCNc4ccc(S(=O)(=O)N=C(N)N)cc4)c(=O)n23)cc1,103,104,84,153,101,87,111,116
O=C(O)c1cc2c([nH]c3ccc(F)cc32)c(=O)s1,112,93,93,113,90,99,100,105

(next part)
mol,OVCAR-5,A498,CAKI-1,TK-10,OVCAR-8,ACHN,OVCAR-3,RXF 393
CN1CCN(CCCCOc2ccc3c(c2)CCCC(=O)N3)CC1,114,116,89,122,107,102,110,112
CCC(=O)Oc1ccc(/C(=C(/CC)c2ccccc2)c2ccc(OCCN3CCCCC3)cc2)cc1,106,84,103,92,103,106,115,122
CCCCn1c(=O)c(/C=C/c2cc(/C=C/c3cc4ccc(Cl)cc4n(CCCC)c3=O)n(-c3ccccc3)n2)cc2ccc(Cl)cc21,104,123,102,111,91,107,111,112
COc1ccc(-c2nc3sccn3c2-c2ccnc(NCCNS(=O)(=O)c3ccc(F)cc3)n2)cc1,118,99,63,95,68,83,84,49
O=C(NCCc1ccccc1)c1ccc([N+](=O)[O-])cc1,108,71,102,104,118,108,111,111
CC(=O)Oc1cc([N+](=O)[O-])c(O)c([N+](=O)[O-])c1,111,97,102,109,87,110,112,116
CC(=O)Oc1ccc(OCCCN(C)c2ccccc2)cc1,124,75,23,87,35,11,65,49
O=c1cc(-c2sc(C3CCOCC3)nc2-c2ccccc2)c2cc(Cl)ccc2o1,102,92,x,81,57,78,28,90
O=C(Nc1ccccc1C1=NCC(CO)O1)c1ccc(F)cc1 (stereo not drawn),82,96,100,98,103,97,106,121
O=C(NN1C(=O)c2c(Cl)c(Cl)c(Cl)c(Cl)c2C1=O)c1ccc(OCc2nc3ccc(Cl)cc3[nH]2)cc1,108,120,103,129,106,106,131,133
COc1ccc(C2OC(c3cc(-c4cc5ccccc5o4)nn3-c3ccccc3)=NN2C(C)=O)cc1 (stereo not drawn),94,x,100,111,99,99,95,x
O=c1ccnc(Nc2ccc(Cl)cc2)[nH]1,108,117,101,105,102,107,113,121
CCOC(=O)NCCCCNC(=O)OCC,111,111,128,94,101,97,97,120
N=C1SC2C(=NC(=O)NC2c2ccc(O)cc2)N1c1nccs1 (stereo not drawn),104,109,93,110,106,107,111,107
CCOC(=O)c1nnn(Cc2cc(=O)oc3cc(C)ccc23)c1C,103,93,98,103,96,103,102,100

mol,OVCAR-5,A498,CAKI-1,TK-10,OVCAR-8,ACHN,OVCAR-3,RXF 393
CC(O)CCC(C)O (stereo not drawn),92,107,101,107,99,98,115,97
O=c1oc2ccccc2cc1-c1csc(N=Nc2c(O)[nH]c3ccccc23)n1,126&101,147,91&95,115&114,94&102,74&104,113&108,68&112
O=C1C(Cl)OC(c2ccccc2)=NN1c1ccccc1 (stereo not drawn),81,91,20,96,76,58,99,116
N#Cc1c(NC(=O)c2ccc(C(O)(C(F)(F)F)C(F)(F)F)cc2)sc2c1CCC(=O)C2,-61*,14,-69*,2.2*,-7.1*,-98*,-53*,-89*
O=C(O)C(Cc1ccc(O)cc1)N1C(=O)c2ccccc2C1=O (stereo not drawn),96,111,92,91,100,101,99,99
COc1ccc(-c2nnc(SCC(=O)Nc3ccc(C(=O)/C=C/c4ccc(OC)c(OC)c4)cc3)o2)cc1,124,103,x,96,88,x,100,104
O=C1C(Cl)=C(NCc2ccco2)C(=O)c2ccccc21,116,90,94,110,94,94,85,101
C=C(CNCCO)[C@@H]1CC[C@]2(CO)CC[C@]3(C)[C@H](CC[C@@H]4[C@@]5(C)CCC(N)C(C)(C)[C@@H]5CC[C@]43C)[C@@H]12 (stereo partly drawn),82,82,54,69,37,97,69,50
COc1ccccc1NC(=O)N=Nc1c(O)[nH]c2ccccc12,87,91,73,118,93,93,107,100
COc1ccc(Nc2n[nH]c(N)c2C(N)=O)c(OC)c1,86,95,89,106,94,101,102,108
COc1cc2c3cc(C(=O)O)sc(=O)c3n(C)c2cc1OC,98,94,91,99,97,95,102,96
COc1cc(OC)c(S(=O)(=O)NNC(=O)c2ccncc2)cc1C(=O)/C=C/c1cc(OC)c(OC)c(OC)c1,105,x,96,131,105,96,106,113
CC(=O)c1c(C)c([N+](=O)[O-])c(C(C)(C)C)c([N+](=O)[O-])c1C,99,83,82,89,99,97,108,100
O=C(NN1C(=O)CSC1c1cccc([N+](=O)[O-])c1)c1ccc(NC(=O)c2ccccn2)cc1 (stereo not drawn),93,98,99,97,99,103,103,115
COC(=O)c1c2c(c(C)[n+]([O-])c1C)C(=O)C(NCCCCO)=CC2=O,116,x,102,108,91,104,71,103

A portion of the library (hit frequency here may not be typical).
